Compound activity deposited in PubChem by Broad Institute.
ARNT TACC3 PPI: disruptors of ARNT/TACC3 protein interaction, primary screen, biochemical, AlphaScreen, single concentration | AlphaScreen His-ARNT PAS-B/GST-TACC3 binding, luminescence; TACC3 fragment carries E629A point mutation | inhibition, % at 9.99 µM | 390,000 compounds, 0.66% hits | AID 623870, 2012;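 active = mean inhibition of replicates at least 50% and at least half of replicates each reaching 50%; inconclusive = half or more replicates reach 50% but mean below 50%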;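 note: 0% = complete ARNT plus TACC3 wells and 100% = ARNT alone without TACC3; many hits fall short of the cut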
LGR2 inh: inhibitors of bursicon-induced LGR2 CRE-luciferase signal, primary screen, cell-based, HEK293, CRE-luciferase reporter, bursicon stimulation | Drosophila bursicon receptor LGR2 (rickets) | bursicon-stimulated, 4 h | inhibition, % at 9.99 µM | 380,000 compounds, 0.35% hits | AID 720647, 2013;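 active = drop in luminescence signal, shown as inhibition above about 50% in the replicate tests, limit read from the data, passing the limit was not always enough; inconclusive = probably only some replicates passing the limit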;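 note: agonist challenge used bursicon conditioned medium at about half maximal strength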
CASP6 VEID inh: human caspase-6 inhibitors, primary screen, biochemical, VEID-R110 fluorescence, single point, set 2; P55212; purified caspase-6, Z-VEID-R110 cleavage fluorescence; inhibition, % at 12.5 µM; 350,000 compounds, 0.53% hits;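 active = mean inhibition across replicates at least about 35%, with every replicate also reaching that limit, limit read from the data; inconclusive = only one of the two criteria met; inactive = neither criterion met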;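 note: 0% = median of neutral control wells and 100% = no fluorescence left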
Target sequence (P55212 24-179 limits assumed): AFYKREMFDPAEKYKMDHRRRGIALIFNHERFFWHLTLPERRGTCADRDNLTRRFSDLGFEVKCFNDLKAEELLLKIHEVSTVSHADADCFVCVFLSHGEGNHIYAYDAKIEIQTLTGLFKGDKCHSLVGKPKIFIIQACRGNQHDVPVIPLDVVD
Target sequence (P55212 194-293 limits assumed): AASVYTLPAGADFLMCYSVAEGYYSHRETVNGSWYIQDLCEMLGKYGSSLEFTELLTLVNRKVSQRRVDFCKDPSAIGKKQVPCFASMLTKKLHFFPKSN
PAX8 reporter: inhibitors of PAX8-driven TPO luciferase reporter, primary screen, RMG-I cells, single concentration; AID 652154, 2013; SteadyGlo, 24 h; 360,000 compounds, 1.2% hits; inhibition, % at 12.6 µM;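 active = mean replicate inhibition at least 60% with every replicate also reaching 60%; inconclusive = only one of the two criteria is met; inactive = mean below 60% and not all replicates reaching 60%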;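 note: luciferase light reporting Pax8 driven TPO promoter activity; plate controls were median of neutral control wells for no effect and mitoxantrone controls for full effect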
DENV2 CPE rescue: inhibitors of DENV2 cytopathic effect, primary screen, cell-based, plate reader, single concentration. DENV2-infected cells, cytopathic effect rescue. CPE inhibition, % at 9.99 µM. 350,000 compounds, 1.7% hits. AID 651640, 2012; in the data active = CPE inhibition above about 20%, passing the limit was not always enough; inconclusive = no clear call, values can overlap the other calls; tested in BHK-21 cells;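 note: 0% = median of neutral control wells and 100% = median of positive control wells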
SIRT5 inh: SIRT5 desuccinylase inhibitors, primary screen, biochemical, fluorescence imaging, single point, set 5 | inhibition, % at 15 µM | Purified SirT5, succinyl-peptide AMC, trypsin-coupled fluorescence | AID 652115, 2013 | 330,000 compounds, 1.1% hits | NAD-dependent protein deacylase sirtuin-5, mitochondrial (Homo sapiens), Q9NXA8; in the data active = inhibition above about 15%; inconclusive = no clear call, values can overlap the other calls
Target sequence (Q9NXA8 whole entry, looked up): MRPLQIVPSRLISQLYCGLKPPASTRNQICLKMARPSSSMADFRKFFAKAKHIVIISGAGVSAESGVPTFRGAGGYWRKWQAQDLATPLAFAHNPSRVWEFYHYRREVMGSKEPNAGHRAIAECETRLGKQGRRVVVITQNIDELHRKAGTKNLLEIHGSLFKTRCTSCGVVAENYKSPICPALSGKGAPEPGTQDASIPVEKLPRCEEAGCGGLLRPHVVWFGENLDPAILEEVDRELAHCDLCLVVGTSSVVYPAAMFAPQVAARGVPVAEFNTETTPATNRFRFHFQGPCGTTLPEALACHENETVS
EWS-Fli inh: EWS/Fli-driven NR0B1 reporter inhibitors, primary screen, A673 cells, NR0B1 luciferase, luminescence, MLPCN library. 350,000 compounds, 0.67% hits. viability-normalised. inhibition, % at 12.6 µM;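 active = mean inhibition of at least 50% after viability correction, with every replicate also passing that limit; inconclusive = mean reaches 50% but only one of two replicates passes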;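 note: firefly luciferase signal divided by Alamar Blue viability fluorescence both relative to DMSO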
The depositor's hits bear a star; ? = inconclusive; / = not tested or not shown; & = joins results of further samples. The list is partial; rates above refer to the full screens.

SMILES	ARNT TACC3 PPI	LGR2 inh	CASP6 VEID inh	PAX8 reporter	DENV2 CPE rescue	SIRT5 inh	EWS-Fli inh
CCn1cc(C=C2C(=O)N(C)C(=O)N(C)C2=O)c2ccccc21	-4	3	4	22	-1	-1	17
COc1cc(CN2CCN(C(=O)Cc3ccccc3)CC2)cc(OC)c1OC	-8	-17	0	3	9	15*	-2
CCOC(=O)[C@]12Cc3ccccc3[C@H]1N(C(C)C)C(=O)c1cc(OC)ccc12	/	31	4	4	13	-1	15
COC(=O)[C@@H]1[C@@H](CO)[C@@H]2Cn3c(ccc(-c4ccc(F)cc4)c3=O)[C@H]1N2C(C)=O	-5	-8	-1	-5	4	-18	4
O=C1/C(=C\c2ccc(Cl)cc2Cl)N2CCC1CC2	/	-8	3	17	-2	-8	1
O=C(O)c1ccccc1N=Nc1c(O)[nH]c(=O)[nH]c1=O	7	-8	7	-1	-2	-1	5
CC(=CCOc1ccc2ccc(=O)oc2c1)C1=CC(=O)C(C)(C)O1	/	35	-3	108*	2	/	34
CCCCCCNc1nc(OC)nc(N2CC3CC(C2)c2cccc(=O)n2C3)n1 (stereo not given)	-2	-9	9	-7	3	-7	1
COc1cc(CN2CCCC(C(=O)c3sccc3C)C2)cc(Cl)c1O (stereo not given)	6	-3	6	5	8	-3	5
O=c1c2cc(Br)ccc2[nH]c(=S)n1-c1ccccc1	5	-3	1	-10	-5	-1	3

Pulled by structure from the list above, two records:
SMILES	ARNT TACC3 PPI	LGR2 inh	CASP6 VEID inh	PAX8 reporter	DENV2 CPE rescue	SIRT5 inh	EWS-Fli inh
CC(=CCOc1ccc2ccc(=O)oc2c1)C1=CC(=O)C(C)(C)O1	/	35	-3	108*	2	/	34
CCn1cc(C=C2C(=O)N(C)C(=O)N(C)C2=O)c2ccccc21	-4	3	4	22	-1	-1	17

The list goes on:
SMILES	ARNT TACC3 PPI	LGR2 inh	CASP6 VEID inh	PAX8 reporter	DENV2 CPE rescue	SIRT5 inh	EWS-Fli inh
C[n+]1c(-c2ccccc2)cc(CCCCc2cc(-c3ccccc3)[n+](C)c(-c3ccccc3)c2)cc1-c1ccccc1	18	19	10	96*	6	-3	17
CNC(=S)N1CCn2cccc2C1c1cccnc1 (stereo not given)	0	7	0	-15	1	1	5
COc1ccc(NP(=O)(Oc2cccc(C)c2)Oc2cccc(C)c2)cc1OC	1	6	2	17	-6	1	16
COC(=O)Nc1nc2ccccc2[nH]1	-6	2	-4	2	20	/	31
CC(C)C[C@@H]1COc2cc(N3CCN(C)CC3)ccc2S(=O)(=O)N1	/	-7	-9	14	-5	-7	3
Clc1ccc(OCC#CCN2CCCC2)cc1	-4	-28	-2	-48	1	-2	2
Cc1nn(Cc2ccccc2Cl)c(C)c1C(=O)NC1CCCc2ccccc21 (stereo not given)	-13	-3	/	20	/	/	/
O=C(N/N=C/c1c(O)n(-c2ccccc2)c(=O)[nH]c1=O)c1ccncc1	71*	-6	/	-11	/	/	/
O=c1[nH]c(=O)n(Cc2ccccc2Cl)c(O)c1/C=C1/C=CC=N1	-3	-4	8	29	5	5	60*
COC(=O)[C@@H]1[C@@H](CO)[C@@H]2Cn3c(cccc3=O)[C@@H]2N1CC1CC1	-5	31	3	/	?	6	7
O=[N+]([O-])c1cnc[nH]1	-5	4	1	-4	9	4	0
CCOc1ccccc1OCC(=O)Nc1ccc(Cl)cc1C(=O)c1ccccc1	/	10	1	11	-7	-3	8
c1ccc2c3c([nH]c2c1)C1(CCNCC1)NCC3	9	-8	-25	8	11	-3	12
CC12C=CC(=O)C=C1CCC1C2C(O)CC2(C)C1CCC2(C)O (stereo not given)	-12	1	6	11	-9	/	4
COC(=O)C1=C(c2ccccc2OCc2ccccc2)C[C@@H]2CC[C@H]1N2C(=O)NCCOc1ccccc1Cl	-3	26	/	5	-8	/	-1
CC(=O)N1N=C2C3CCN(CC3)C2C1c1ccc(F)cc1 (stereo not given)	5	19	1	-19	4	0	-1
O=C(NC1CCCCC1)N1Cc2cc(N3CCCCC3)ccc2-n2nncc2C1	/	-10	12	-22	19	-4	-3
COc1cccc(-n2c(=S)[nH]c3ccccc3c2=O)c1	/	-21	0	-24	0	-2	5
COc1cccc(-c2ccc([C@H]3[C@H](CO)N4CCCCN(C(=O)Cc5ccncc5)C[C@@H]34)cc2)c1	-14	0	0	-19	-7	1	/
CCOC(=O)C(c1c(O)c2ccccc2oc1=O)c1c(O)c2ccccc2oc1=O	/	-12	3	-6	-1	2	-8

The last four compounds of the part before lead into the next.
SMILES	ARNT TACC3 PPI	LGR2 inh	CASP6 VEID inh	PAX8 reporter	DENV2 CPE rescue	SIRT5 inh	EWS-Fli inh
O=C(NC1CCCCC1)N1Cc2cc(N3CCCCC3)ccc2-n2nncc2C1	/	-10	12	-22	19	-4	-3
COc1cccc(-n2c(=S)[nH]c3ccccc3c2=O)c1	/	-21	0	-24	0	-2	5
COc1cccc(-c2ccc([C@H]3[C@H](CO)N4CCCCN(C(=O)Cc5ccncc5)C[C@@H]34)cc2)c1	-14	0	0	-19	-7	1	/
CCOC(=O)C(c1c(O)c2ccccc2oc1=O)c1c(O)c2ccccc2oc1=O	/	-12	3	-6	-1	2	-8
CCCNC(=O)N1[C@H]2CC[C@@H]1C(C(=O)OC)=C(c1cccc(OC)c1OC)C2	/	16	4	-17	11	-3	-4
CC[C@@H](O)C[C@H]1CCC[C@@]2(C[C@@H]3OC(=O)/C=C/[C@@](C)(O)[C@@H](O)[C@H](C)[C@@H](O)[C@H](OC4CCC(N(C)C)C(C)O4)[C@@H](O)[C@](C)(O)CCCCC/C=C/[C@@H]4CC(C)(C)O[C@@]4(O)C[C@H](O2)[C@H]3C)O1 (stereo not given in full)	2	/	8	?	3	3	5
CCc1cc(=O)oc2c(C)c(OCC(=O)N3C[C@H]4C[C@@H](C3)c3cccc(=O)n3C4)ccc12	-7	/	-4	/	-6	/	2
C[C@]12CCC3C(CC[C@H]4C[C@@H](O)CC[C@]34C)C1C[C@@H](Br)[C@H]2O (stereo not given in full)	/	12	4	14	-3	/	-5
COC(=O)C1=C(c2ccc(S(C)(=O)=O)cc2)C[C@@H]2CC[C@H]1N2C(=O)NCCCOC(C)C	/	-2	-1	-3	7	/	-6
C/C=C/c1ccc(C2[C@@H]3CN(C(=O)C4CCC4)C[C@H]2N3)cc1 (stereo not given in full)	/	-2&3	/	3&1	-9&0	/	-4&1
